Screens from PubChem.
LMNA splice mod: changes lamin A minigene splicing in HeLa cells; HeLa LMNA splicing GFP/RFP minigene ratio, 48 h; Potency, µM (top dose mostly 46.1 µM), for inactives: top-dose ratio change, negative = inhibition, actives largely listed as inhibitors; 200,000 tested, 0.01% active; AID 1487; active = well fitted inhibition curve with a large enough effect in the signal ratio, with a control signal flat, not every such curve was filed as active; inconclusive = small, poorly fitted or top-dose-only effect, or effect the other way, or a change in a side signal; the % refers to the signal ratio; also: potency is read from the fitted curve at half-maximal effect; % is scaled to controls: 0 for no effect and ±100 for the full control effect
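S3 HeLa cells stably expressing lamin A-EGFP splicing minigene plus DsRed2, 600 cells/well, 48 h compound exposure at 37C. Laser-scanning cytometry; analysed as GFP (500-530 nm)/RFP (575-640 nm) total intensity ratio; 0.5% DMSO vehicle.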
aGlu spleen mod: inhibitors or activators of human alpha-glucosidase in spleen homogenate | P10253 | human spleen homogenate, 4-MU-alpha-glucoside fluorescence | Potency, µM (top dose mostly 79.9 µM), without a hit: at the top dose activity change, negative = inhibition, actives largely listed as inhibitors | 240,000 tested, 0.006% active | AID 2112;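 also: potency is read from the fitted curve at half-maximal effect; 0% = enzyme with vehicle and -100% = no enzyme basal signal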
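Human spleen homogenate (1 ug) incubated with compounds and 1 mM 4-methylumbelliferyl-alpha-D-glucopyranoside in pH 5.0 citrate/phosphate buffer, 37 C, 40 min. Stopped at pH 10; 4-MU fluorescence (Ex 365/Em 440 nm); AC50 by Hill fit.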
GAA glycogen: inhibitors or activators of human alpha-glucosidase glycogen cleavage; Potency, µM (series often up to 76.4 µM), for the others: top-dose activity change, negative = inhibition, most hits filed as inhibitors; recombinant GAA, glycogen substrate, Amplex Red glucose oxidase fluorescence; P10253; 300,000 tested, 0.38% active;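 also: potency is read from the fitted curve at half-maximal effect; 0% = full enzyme reaction and -100% = no-enzyme basal signal; the screen sought inhibitors and activators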
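Recombinant enzyme (4 nM final) with compounds titrated up to 77 uM and bovine liver glycogen (30 ug) in citrate pH 5.0, 0.01% Tween-20, 37 C 40 min. Released glucose detected by Amplex Red/glucose oxidase (Ex 573/Em 610); AC50 from Hill fits.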
CBFb RUNX1 block: CBF-beta/RUNX1 interaction disruption; AlphaScreen CBFb-His/RUNX1-biotin binding, biochemical; Potency, µM (series often up to 59.8 µM), for inactives: at the highest dose activity, negative = inhibition, most hits filed as inhibitors; 230,000 tested, under 10 active; also: % of control where 0% means no effect
Target sequence (Q01196 whole entry, looked up): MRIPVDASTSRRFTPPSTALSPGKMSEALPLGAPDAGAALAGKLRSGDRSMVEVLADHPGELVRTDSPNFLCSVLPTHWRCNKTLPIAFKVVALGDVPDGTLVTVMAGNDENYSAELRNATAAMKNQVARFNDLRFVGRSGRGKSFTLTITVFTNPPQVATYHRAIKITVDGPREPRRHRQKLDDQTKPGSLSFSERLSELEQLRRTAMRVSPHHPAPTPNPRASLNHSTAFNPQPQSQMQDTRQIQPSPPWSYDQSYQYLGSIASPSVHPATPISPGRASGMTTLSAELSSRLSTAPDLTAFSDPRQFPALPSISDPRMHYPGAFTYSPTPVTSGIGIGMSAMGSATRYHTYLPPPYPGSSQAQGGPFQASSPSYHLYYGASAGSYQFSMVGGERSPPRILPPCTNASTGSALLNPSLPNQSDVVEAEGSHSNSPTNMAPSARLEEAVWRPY
Target sequence (Q13951 whole entry, looked up): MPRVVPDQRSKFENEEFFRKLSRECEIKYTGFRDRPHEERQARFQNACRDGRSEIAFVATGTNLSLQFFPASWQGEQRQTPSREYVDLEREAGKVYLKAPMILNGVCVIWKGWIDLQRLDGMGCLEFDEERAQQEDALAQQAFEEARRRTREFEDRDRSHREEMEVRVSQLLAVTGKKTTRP
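AlphaScreen binding: CBFb-His and RUNX1-biotin (30 nM each) preincubated 20 min, compound added for 15 min, then nickel and streptavidin beads for 90 min, all at room temperature. Disruption of the interaction by any mechanism counts as activity.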
HttQ103 aggreg: inhibitors of mutant huntingtin aggregate formation in PC12 cells; 220,000 tested, 1.1% active; Potency, µM (series often up to 46.1 µM), for inactives: top-dose activity change, negative = inhibition, usual class: inhibitors; PC12 HttQ103-GFP aggregates, Acumen cytometry, 40 h; also: potency is read from the fitted curve at half-maximal effect; % is scaled to controls: 0 for no effect and ±100 for the full control effect; nearly all actives have a fitted effect of over 60% in size
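Aggregates are detected as GFP objects 1–25 µm with signal 6 STDEV over background in lysates of induced PC12 cells. These carry Huntingtin exon 1 with 103 glutamines fused to GFP under an ecdysone promoter; compounds titrated.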
HTT cytoprotect: Huntington cell model cytoprotection by ATP luminescence; 230,000 tested, 0.14% active; Potency, µM (highest dose often 56.4 µM), for the others: cytoprotection (ATP increase), actives largely listed as activators; PC12 HTT-Q103 induced, cytoprotection, ATP luminescence, 40 h;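 also: potency is read from the fitted curve at half-maximal effect; % of control where 0% means no effect; nearly all actives have a fitted effect of over 45% in size; toxic huntingtin expression switched on by the ecdysone agonist tebufenozide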
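Huntington model: PC12 line, ecdysone-inducible HTTQ103 exon1–GFP, tebufenozide 100 nM. Test articles in a dose series. Endpoint luminescence from cellular ATP.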
GAA inh: inhibitors of human lysosomal alpha-glucosidase. 200,000 tested, 0.005% active. purified human GAA, 4-MU-alpha-glucoside fluorescence. P10253. Potency, µM (series often up to 76.9 µM), for inactives: at the top dose activity change, negative = inhibition, hits mostly inhibitors;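 also: potency is read from the fitted curve at half-maximal effect; plate controls were uninhibited enzyme wells for no effect and no-enzyme background for full effect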
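Compounds are titrated up to 77 uM against 4 nM human enzyme. Substrate 4-methylumbelliferyl-alpha-D-pyranoside (400 uM) reacts 20 min at room temperature in pH 5.0 buffer; liberated 4-methylumbelliferone is read at 440 nm.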
* marks the source's active call; other numbers are inactive results; ? = inconclusive; . = not tested or not shown; & = joins results of further samples; [ ] = remark or other dose. Unless noted, calls follow the shape of the dose curve; as a rule, active = well fitted curve in the direction sought with a large enough effect; inconclusive = small, poorly fitted or top-dose-only effect, or another doubt; inactive = no such curve, though single readings can be large; an effect the other way counts as inactive or inconclusive. Compounds as they come (roughly 1.5% active in at least one column).

molecule,LMNA splice mod,aGlu spleen mod,GAA glycogen,CBFb RUNX1 block,HttQ103 aggreg,HTT cytoprotect,GAA inh
Cc1ccccc1NC(=O)c1ccc(NC(=O)C2CC(=O)OC23CCCCC3)cc1 (centres undefined),.,-10%,18%,3%,11%,13%[10 µM],13%
NC(=O)C1(N2CCCCC2)CCN(C(=S)NC2CCCC2)CC1,6%[46 µM],-2%,0%,17%,-12%,.,3%
Cc1ccc(-n2[nH]c(C)c(CCC#N)c2=O)cc1,?,8%,9%,13%,16%,.,-13%
CC1CC(C)CN(S(=O)(=O)c2ccc(C(C)(C)C)cc2)C1 (centres undefined),?,9%,-6%,5%,-28%,16%,-8%
CCOc1ccc(/C=N/NC(=O)c2csc(C)c2C)c(OCC)c1,3%,3%,7%,1%,-3%,.,-40%
CC(C)Oc1cccc(C(=O)NC(=S)Nc2cccnc2)c1,-8%,-7%,-3%,?,1%,30%[1.9 µM],-5%
COc1ccc(/C=N/Nc2cc(C)nc(-n3nc(C)cc3C)n2)cc1,?,2%,-5%,-15%,14µM*,-8%[10 µM],-4%
CCOC(=O)c1ccc(NC(=O)Nc2ccon2)cc1,.,10%,3%,0%,-36%[9.22 µM],-70%[inhibitor][10 µM],.
Fc1cccc(Cl)c1CSc1nnc(CN2CCOCC2)n1-c1ccccc1,-2%,-10%,-5%,3%,-8%,-24%,-5%
COc1ccc(C(=O)Nc2ccc(O)cc2C(=O)O)cc1,-3%[46 µM],5%,-23%,-17%,-8%,-145%[inhibitor],5%
Cc1c(C)n(CCC#N)c2ccccc12,11%,6%,9%,1%,-7%,.,2%
CC1Cc2ccccc2N1C(=O)C1CCCN(S(=O)(=O)c2cccc3cccnc23)C1 (centres undefined),-12%,-4%,-7%,-9%,?,-1%,-4%

One compound at a time (already shown).
Cc1c(C)n(CCC#N)c2ccccc12 as listed: LMNA splice mod = 11%; aGlu spleen mod = 6%; GAA glycogen = 9%; CBFb RUNX1 block = 1%; HttQ103 aggreg = -7%; HTT cytoprotect = .; GAA inh = 2%
Cc1ccc(-n2[nH]c(C)c(CCC#N)c2=O)cc1 as listed: LMNA splice mod = ?; aGlu spleen mod = 8%; GAA glycogen = 9%; CBFb RUNX1 block = 13%; HttQ103 aggreg = 16%; HTT cytoprotect = .; GAA inh = -13%

The list continues.
molecule,LMNA splice mod,aGlu spleen mod,GAA glycogen,CBFb RUNX1 block,HttQ103 aggreg,HTT cytoprotect,GAA inh
Cc1cnc(C)c(N(C)NC(=S)Nc2ccccc2)n1,4%,1%,-6%,3%,-1%,.,-1%
NC(=O)CC(NC(=O)Cc1cccc2ccccc12)c1ccc(NCCc2ccccc2F)c([N+](=O)[O-])c1 (centres undefined),.,-1%,1%,5%,5%[9.22 µM],5%[10 µM],.
CCN1C(=O)/C(=C\c2cccs2)C(C(=O)OC)=C1C,-17%,-16%,2%,-4%,9%,-20%,-5%
CC(=O)Nc1ccc(S(=O)(=O)N2CCC(NC(=O)C(Cc3cccn3C)NC(C)=O)CC2)cc1 (centres undefined),6%,-9%,-10%,-4%,10%,16%,?
CN(C)CCC(O)c1ccccc1 (centres undefined),.,-2%,7%,3%,-3%[9.22 µM],-1%[10 µM],.
O=C(CSc1nnc(NC(=O)c2ccccc2C(=O)O)s1)Nc1ccccc1Cl,.,0%,?,-2%,-14%,1%,0%
COc1ccc(CNC(=O)C(=O)NC2CC(C)(C)NC(C)(C)C2)cc1,.,1%,20%,7%,23%,-8%,5%
O=C(NCC1OCCc2ccccc21)c1cc(COc2ccc(F)cc2Cl)on1 (centres undefined),.,-15%,15%,11%,-4%[9.22 µM],-8%[10 µM],.
COC(=O)c1ccc(/C=N/NC(=O)CCSc2nc3ccccc3s2)cc1,-6%,-5%,-4%,3%,11%,-7%[1.9 µM],?
O=C(O)CNCC1COc2ccccc2O1 (centres undefined),3%,4%,8%,4%,-3%,4%,1%
CC(C)c1cc(C(C)C)c(S(=O)(=O)NNC(=O)c2ccncc2)c(C(C)C)c1,-13%,4%,?,8%,6%,-20%[10 µM],-8%
Cc1cc(NCC(c2ccccc2)c2ccccc2)n2ncnc2n1,?,5%,0%,6%,19%[9.22 µM],2%[10 µM],7%
Cc1cccc(Nc2ccc(NCc3ccccc3)nn2)c1,.,0%,-12%,-4%,-8%,-39%[inhibitor],-4%
NC(=S)N=Nc1c(O)n(CCCl)c2ccc(Br)cc12,.,-5%,-10%,-2%,3%[9.22 µM],24%[10 µM],-10%
COc1ccc(N2C(=O)CC(SC(C)C)C2=O)cc1 (centres undefined),?,1%,-1%,9%,2%,.,-8%
Cc1cc(C(=O)OCC(=O)NCc2ccc3c(c2)OCO3)c2ccccc2n1,-8%[46 µM],-3%,-6%,0%,11%,-38%,-3%
COc1ccc(Oc2ncc3nc(-c4ccc(Cl)cc4)c(=O)n(C[C@H]4CCCO4)c3n2)cc1,?,-6%,.,.,.,-92%[inhibitor],.
Cc1ccc(C(=O)NCC(=O)OCC(=O)/C=C2\N(C)c3ccccc3C2(C)C)cc1C,6%,-19%,-6%,-2%,?,31%[10 µM],-11%
Cc1ccc(C(C[N+](=O)[O-])c2c(C)[nH]n(-c3ccccc3)c2=O)cc1 (centres undefined),?,1%,?,-1%,20%,15%[10 µM],-1%
Oc1ccc(-c2cn3ccccc3n2)cc1,.,-3%,-29%,0%,-11%[9.22 µM],-41%[10 µM],.
Cc1ccc2nc(NC(=S)NC(=O)c3ccco3)sc2c1,7%,-1%,-5%,1%,1%,.,1%
CCc1cc2c(nc1CC)CCN(CC/C(C)=N/O[C@@H](C)c1cn([C@H](CO)Cc3ccccc3)nn1)C2,.,-7%&-1%[17.4 µM],.,2%&14%[13.1 µM],.,-3%&-46%[10 µM],.
Cc1cc2nc(Sc3c([N+](=O)[O-])nc(C)n3Cc3ccccc3)[nH]c2cc1C,?,-4%,12%,-2%,1%,32%[10 µM],4%
Cc1nn(C)c(C)c1S(=O)(=O)N(CC(=O)N1CCc2ccccc2C1)c1ccc(C(C)C)cc1,0%,-3%,-26%,-1%,4%,-7%,-9%

The closing 2 records of the part above lead into the next:
molecule,LMNA splice mod,aGlu spleen mod,GAA glycogen,CBFb RUNX1 block,HttQ103 aggreg,HTT cytoprotect,GAA inh
Cc1cc2nc(Sc3c([N+](=O)[O-])nc(C)n3Cc3ccccc3)[nH]c2cc1C,?,-4%,12%,-2%,1%,32%[10 µM],4%
Cc1nn(C)c(C)c1S(=O)(=O)N(CC(=O)N1CCc2ccccc2C1)c1ccc(C(C)C)cc1,0%,-3%,-26%,-1%,4%,-7%,-9%
COC1(NS(=O)(=O)c2ccc(Br)cc2)C(C)=CC(=O)C=C1C,.,8%,7%,-5%,-9%,?,-7%
CCOC(=O)c1ccc(NC(=O)N2CCN(c3ccccn3)CC2)cc1,-6%,-15%,2%,-3%,0.56µM*,2%,-2%
COc1ccc(C2CC(c3ccc4ccccc4c3)=NN2C(=O)CN2C(=O)CCC2=O)cc1 (centres undefined),?,-2%,-6%,-17%,-28%,-30%,2%
CCNC(=O)NC(=O)C(C)Sc1nc2ccccc2n1CC(C)C (centres undefined),9%,-9%,0%,2%,-3%,13%,6%
O=C(NCCc1ccccn1)C(F)(F)C(F)(F)C(F)(F)C(F)(F)C(F)(F)C(F)(F)C(F)(F)C(F)F,-4%,-3%,-20%,13%,?,27%[10 µM],7%
CC(=O)Nc1ccc(C(=O)Nc2nc(-c3cccnc3)cs2)cc1,.,1%,6%,?,13%,0%[10 µM],2%
CNc1ccc(Br)cc(C(=O)/C=C/c2cccc(Cl)c2Cl)c1=O,?,-1%,-16%,-25%,1%[9.22 µM],1%[10 µM],-1%
CCn1c(C)cc2c(c1=O)C(c1ccc3c(c1)OCO3)C(C#N)=C(N)O2 (centres undefined),-2%,-7%,-1%,-1%,20%,9%,-1%
COc1cc([N+](=O)[O-])ccc1NC(=O)Cc1ccc(C)cc1,.,-2%,-1%,-2%,-19%,-46%[inhibitor],5%
COc1ccc(NC(=O)Cn2cnc3c(cnn3-c3ccc(C)c(C)c3)c2=O)c(OC)c1,14%,3%,8%,-1%,-9%,-45%[inhibitor],1%
N#Cc1ccccc1COc1ccc(/C=C/C(=O)O)cc1,-3%[46 µM],3%,-15%,6%,.,.,8%
CCC(C)NCC(=O)Nc1ccc(S(N)(=O)=O)cc1 (centres undefined),?,-18%,-9%,8%,18%[9.22 µM],34%[10 µM],?
COc1ccc(OC)c(/C=N/Nc2cc(C)nc(N3CCOCC3)n2)c1,.,2%,-6%,6%,16%[9.22 µM],11%[10 µM],.
CC1CCCC(C)N1C(=O)c1ccccc1Nc1ccc(SC(F)F)cc1 (centres undefined),?,?,-10%,4%,?,-21%,-4%
CCOC(=O)N1CCN(Cc2nc(C3CC3)no2)CC1,.,3%,8%,11%,4%[9.22 µM],22%[10 µM],.
CCOC(=O)c1ccc(NC(=O)c2ccc(NC(=O)c3ccccc3)cc2)cc1,2%,-13%,-13%,3%,5%,-28%[10 µM],1%
CN(c1ccccc1)S(=O)(=O)c1cccc(NC(=O)C2CC(=O)N(Cc3ccccc3)C2)c1 (centres undefined),.,-6%,1%,8%,-19%[9.22 µM],0%[10 µM],.
O=C(CSc1nnc(-c2ccco2)o1)c1ccc(O)cc1O,0%[46 µM],-10%,-7%,-13%,20%,-9%,-5%
CC(C)(C)C(=O)/C=C(\N)c1ccncc1,-7%,-6%,-10%,0%,-19%,-29%,2%
COc1ccc(OCCOC(=O)c2cccc(-n3cnnn3)c2)cc1,-7%,6%,3%,7%,9%,-7%[10 µM],0%
Cc1[nH][nH]c(=O)c1C(c1cc([N+](=O)[O-])ccc1O)c1c(C)[nH][nH]c1=O,-5%,?,?,-13%,-16%,2%[10 µM],?
CC1(c2ccccc2)CC(C)(C)N(C(=O)c2cc([N+](=O)[O-])cc([N+](=O)[O-])c2)c2ccccc21 (centres undefined),?,-2%,2%,?,7%,19%[10 µM],-2%
CC1CC(CC(C)C(=O)NC(=S)Nc2ccc(S(N)(=O)=O)cc2)C(=O)O1 (centres undefined),.,1%,?,5%,6%,-15%,-1%
